ATG4B inhibitor = ATG4B protease inhibitors, primary screen, biochemical, fluorescence, uHTS. inhibition, % at 8.33 µM. ATG4B cleavage of LC3-PLA2, NBD-HPC fluorescence, 1 h. actives 0.51% (n = 340,000). AID 504462, 2011; in the data active = inhibition above about 40%
SENP6 inh = SENP6 protease inhibitors, primary screen, biochemical, luminescence, uHTS | Recombinant SENP6 catalytic domain, aminoluciferin luminescence | actives 1.8% (n = 330,000) | inhibition, % at 10 µM;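 active = inhibition above about 50% at the single tested dose, limit read from the data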;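 also: plate controls were DMSO wells with enzyme for no effect and DMSO wells lacking enzyme for full effect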
HKDC1 inhibitor = HKDC1 hexokinase inhibitors, primary screen, biochemical, fluorescence, uHTS; recombinant HKDC1, G6PDH/diaphorase resazurin coupled fluorescence; inhibition, % at 20 µM; actives 0.16% (n = 340,000);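 active = inhibition above about 35% when tested at 20 µM, limit read from the data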;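 also: plate controls were DMSO wells with enzyme for no effect and DMSO wells lacking enzyme for full effect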
Target sequence (Q2TB90 whole entry, looked up): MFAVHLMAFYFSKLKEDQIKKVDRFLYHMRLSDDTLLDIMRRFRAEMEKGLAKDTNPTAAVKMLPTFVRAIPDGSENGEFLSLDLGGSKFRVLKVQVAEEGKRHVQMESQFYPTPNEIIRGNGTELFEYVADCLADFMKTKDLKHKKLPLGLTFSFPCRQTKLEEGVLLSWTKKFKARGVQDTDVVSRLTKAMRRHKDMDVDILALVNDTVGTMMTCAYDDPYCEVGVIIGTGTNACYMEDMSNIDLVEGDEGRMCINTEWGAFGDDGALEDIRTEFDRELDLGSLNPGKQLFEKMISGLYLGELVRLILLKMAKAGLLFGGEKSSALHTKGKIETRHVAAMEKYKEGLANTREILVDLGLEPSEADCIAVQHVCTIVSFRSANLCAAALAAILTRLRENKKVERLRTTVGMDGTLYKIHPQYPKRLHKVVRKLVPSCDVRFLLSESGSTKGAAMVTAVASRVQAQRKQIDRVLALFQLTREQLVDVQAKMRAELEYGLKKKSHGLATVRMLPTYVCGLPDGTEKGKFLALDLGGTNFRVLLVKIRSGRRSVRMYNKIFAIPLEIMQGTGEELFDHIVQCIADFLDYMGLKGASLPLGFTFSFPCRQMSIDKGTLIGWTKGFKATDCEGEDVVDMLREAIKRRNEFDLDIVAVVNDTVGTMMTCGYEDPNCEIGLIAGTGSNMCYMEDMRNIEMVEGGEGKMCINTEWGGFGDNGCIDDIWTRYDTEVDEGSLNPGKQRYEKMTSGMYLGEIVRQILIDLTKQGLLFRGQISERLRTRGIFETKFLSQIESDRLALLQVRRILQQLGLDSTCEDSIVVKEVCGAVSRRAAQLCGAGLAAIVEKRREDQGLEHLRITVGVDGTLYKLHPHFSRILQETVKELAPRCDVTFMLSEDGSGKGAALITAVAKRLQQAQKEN
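System: Recombinant HKDC1 hexokinase | Amount: HKDC1 at 5 µg/mL | Reagent: Glucose with 1 mM ATP | Doses: Single 20 µM dose | Incubation: Reaction time 90 min, room temperature, protected from light | Signal: Coupled resazurin fluorescence, excitation 525 nm, emission 613 nm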
PfG6PD inh = PfG6PD enzyme inhibitors, primary screen, biochemical, fluorescence intensity, uHTS; actives 0.78% (n = 350,000); PfGluPho enzyme, NADPH resazurin-diaphorase fluorescence; AID 504690, 2011; inhibition, % at 20 µM;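 active = inhibition reaching at least a set limit at 20 µM in the primary screen, cut at about 59% in these data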;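 also: 0% = DMSO wells with substrate and 100% = DMSO wells lacking glucose-6-phosphate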
MPTP block = mitochondrial permeability transition pore inhibitors, primary screen, biochemical, isolated mouse mitochondria, absorbance | Ca2+ swelling absorbance, 30 min | inhibition, % at 10 µM | actives 1.4% (n = 360,000);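 active = inhibition of 50% or more, scaled per plate between neutral and stimulator controls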;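 also: 0% = DMSO wells given calcium and 100% = 1 mM EGTA wells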
SENP8 block = human SENP8 protease inhibitors, primary screen, biochemical, fluorescence, Nedd8 protein substrate, uHTS; Sentrin-specific protease 8 (Homo sapiens), Q96LD8; actives 0.64% (n = 360,000); recombinant SENP8; inhibition, % at 20 µM; in the data active = inhibition mostly above about 40%, no sharp cut-off; inactive = mostly below about 27%
SENP7 inh = SENP7 protease inhibitors, primary screen, biochemical, luminescence, uHTS | recombinant SENP7, Z-RLRGG-aminoluciferin luminescence, 40 min | inhibition, % at 5 µM | actives 1.5% (n = 330,000) | AID 434973, 2010;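 active = inhibition above about 50% at the single test dose, limit read from the data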;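 also: plate controls were DMSO with enzyme for no effect and no enzyme buffer wells for full effect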
GRIN3A LBD mod = binders of NR3A ligand-binding domain, primary screen, biophysical, differential scanning fluorimetry, uHTS. Glutamate receptor ionotropic, NMDA 3A (GRIN3A) ligand-binding domain. NR3A LBD differential scanning fluorimetry, Tm shift; 0% = protein alone, 100% = glycine-bound protein. Tm shift relative to glycine control, % at 25 µM. actives 2.5% (n = 340,000);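 active = melting temperature shift of at least 10% of the positive control shift, at one fixed dose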
Numbers without * were called inactive; x = no result given.

Values run as follows: ATG4B inhibitor | SENP6 inh | HKDC1 inhibitor | PfG6PD inh | MPTP block | SENP8 block | SENP7 inh | GRIN3A LBD mod
- Cc1ccc(-n2c(-c3nn(C)c(C)c3Cl)n[nH]c2=S)cc1
    -11 | -5 | 2 | 50 | -1.6 | 10 | 2 | 3
- COc1ccc(N2C(=O)c3ccc(C(=O)Nc4cc(OC)ccc4OC)cc3C2=O)cc1
    7 | 3 | -3 | -16 | 0.7 | 14 | -8 | 3
- OC(CSc1c(Cl)cccc1Cl)CN1CCN(c2ccccc2F)CC1 (stereo unspecified)
    20 | 7 | -10 | 4 | 5.4 | 15 | -3 | -31
- CCC(=O)Oc1ccc(C(=O)Nc2cccc(C(=O)NC(C)(C)C)c2)cc1
    10 | -3 | -1 | -13 | 3.4 | 6 | 3 | -4
- Cc1nc(CS(=O)(=O)c2ccccn2)sc1C(=O)NNC(=O)c1c(F)cccc1Cl
    2 | 1 | 4 | -8 | 1.0 | 42* | 7 | 2
- Cc1cccc(CSc2nnnn2-c2ccccc2)c1
    10 | 0 | 4 | 13 | 4.1 | 0 | 7 | 1
- Cc1cc(CN(C)C(=O)c2ccc3nc(Cc4ccccc4F)oc3c2)on1
    7 | 0 | -3 | -8 | -0.4 | -4 | 2 | -2
- O=C(COC(=O)c1cccc(S(=O)(=O)N2CCc3ccccc32)c1)Nc1ncc(Cl)cc1Cl
    -10 | 1 | -10 | -12 | 2.2 | 14 | -4 | -4
- COc1ccc(C(=O)NC(C)c2nnc(SCC(=O)Nc3nc(C)cs3)n2C)cc1 (stereo unspecified)
    1 | 2 | 0 | -14 | 1.9 | 7 | -5 | 1
- CC(=O)N1CCN(S(=O)(=O)c2cccc(C(=O)N(Cc3ccccc3)c3cccc(C)c3)c2)CC1
    2 | 2 | 6 | -13 | -0.9 | -3 | 5 | 0
- O=C(Nc1ccncc1)c1c(Cl)cccc1Cl
    6 | -26 | -1 | -1 | 1.2 | 26 | 0 | -2
- O=C(O)Cc1c(-c2ccccc2)c2cc(Cl)ccc2[nH]c1=O
    -4 | -20 | 1 | -39 | 0.3 | -46 | -12 | 1
- C=CCNC(=O)CN1C(=O)c2cccc3cccc1c23
    7 | 9 | 7 | -1 | 2.4 | -204 | -6 | -8
- COc1cccc(NC(=O)c2ccccc2-c2ccccc2)c1
    -10 | 0 | -11 | 6 | -0.7 | 3 | 0 | -2
- COCCSc1ncnc2c1oc1nc3c(cc12)COC(C)(C)C3
    -5 | 2 | -3 | 3 | 0.4 | -6 | 4 | -1
- C[C@H](NC(=O)c1nc[nH]c1C(=O)NCc1ccc(CNC(=O)OC(C)(C)C)cc1)C(=O)OC(C)(C)C
    -10 | -6 | -3 | 20 | 2.5 | 7 | -3 | -18
- COc1cc(OC)c(OC)cc1/C=C/c1ccnc2ccccc12
    -15 | x | 4 | 87* | -1.2 | -90 | x | 0
- CCc1ccccc1NC(=O)CSc1nnc([C@@H](NC(=O)OC(C)(C)C)C(C)C)o1
    1 | 0 | -7 | 6 | 3.9 | -2 | -3 | 1
- CCOc1ccc(C2C(C#N)=C(N)N(N(C)C)C3=C2C(=O)CC(C)(C)C3)cc1 (stereo unspecified)
    7 | -7 | 7 | -2 | -0.7 | 6 | 3 | -2
- COc1cc(OCC(=O)NC(C)C)cc2c1C(=O)O[C@@H](C)CCCC(=O)CCCCC2
    -9 | -11 | -1 | -9 | -0.9 | 14 | 4 | -1
- COc1cc(Br)cc2cc(C(=O)N3CCN(C(=O)c4ccco4)CC3)c(=O)oc12
    0 | -18 | 3 | -9 | 0.1 | 8 | -2 | 2
- Cc1ccc(C(=O)NC(=S)NNC(=O)c2ccccc2)cc1
    2 | -19 | -7 | -29 | 9.5 | 8 | 13 | 2
- CCOC(=O)/C(=C\c1ccccc1)NC(=O)c1ccccc1
    -6 | -10 | -6 | -12 | -2.2 | 8 | -7 | 0
- CCCn1c(/C=C/c2ccco2)nc2ccccc21
    4 | 4 | -1 | 32 | 20 | -422 | -3 | -1
- Cc1c(NC(=O)CN2C(=O)NC3(CCC(C)CC3)C2=O)c(=O)n(-c2ccccc2)n1C (stereo unspecified)
    -12 | -19 | -5 | 7 | -3.2 | -2 | -9 | 1
- Cc1nn(-c2cc(C(F)(F)F)ccn2)c(=O)o1
    -8 | 3 | -4 | -2 | 0.5 | 13 | 6 | -1
- Cn1c(CCC(=O)O)nc2cc(S(=O)(=O)N3CCCC3)ccc21
    -5 | -9 | -3 | 4 | -0.5 | -5 | 6 | -1
- COc1ccc(NC(=O)Cn2nnc(-c3ccccc3NS(=O)(=O)c3ccccc3)n2)cc1
    -14 | -8 | -2 | 38 | 77* | 15 | 0 | 17*
- COc1ccc(CNC(=O)COC(=O)c2c(NC(C)=O)sc(C)c2C)cc1
    -8 | -17 | 5 | 6 | -0.6 | -82 | 3 | 1
- COc1ccc(CCNCC2C(Oc3ccc(Cl)cc3)C(=O)N2c2ccccc2C)cc1OC (stereo unspecified)
    -7 | -1 | -2 | 19 | 0.8 | 11 | 9 | 5
- COc1ccccc1NC(=O)CN1CCC(n2c(C)nc3cc(F)ccc32)CC1
    -20 | 10 | 0 | -17 | 3.8 | 11 | 1 | -1
- O=C(NNC1=C(C(=O)C(F)(F)F)CCC1)c1ccc(Cl)cc1
    15 | 22 | 2 | 14 | 92* | 20 | -1 | -27
- Cc1cc(C)c(CSc2nnnn2-c2ccc(C(=O)O)cc2)c(C)c1
    14 | -7 | -1 | -59 | -0.2 | 29 | -5 | 0
- CC(NC(=O)c1ccccc1)C(=O)N/N=C/c1ccccc1 (stereo unspecified)
    -2 | -8 | 1 | -14 | -1.9 | 15 | -7 | 0
- O=S(=O)(NCc1ccco1)c1cnc(Cl)c(Cl)c1
    -1 | 9 | 2 | 8 | 2.0 | 16 | 4 | 0
- O=[N+]([O-])c1ccc(N2CCN(S(=O)(=O)Cc3ccccc3)CC2)cc1N1CCOCC1
    -19 | 3 | 2 | 9 | -4.3 | 32 | -1 | 5
- CCOc1cccc2cc(C(=O)NCc3ccc(F)cc3)c(=N)oc12
    -9 | 4 | 0 | 7 | 0.1 | -20 | 6 | -29
- NC(=O)C1=CC2C3C=CC2(O)C(=O)OC3O1 (stereo unspecified)
    -1 | x | -4 | -4 | -0.5 | 17 | x | 3
- O=C(Nc1cccc(C(=O)N2CCCC2)c1)C1CC1
    x | x | -3 | -5 | 0.2 | 3 | x | 0
- CCOC(=O)COc1ccc(S(=O)(=O)N2CCN(c3ccccc3)CC2)cc1
    -2 | -18 | -9 | -20 | -7.5 | 19 | 3 | 1
- O=C(c1ccccc1)c1ccc(COC(=O)c2cnccn2)cc1
    -2 | -40 | 4 | -12 | 1.3 | 22 | -2 | -2
- CCCN(CCC)CCCNC(=O)c1nn(-c2cccc(OC)c2)c(=O)c2ccccc12
    7 | 5 | 4 | -10 | -0.5 | 8 | 1 | -1
- CCOC(=O)C1=C(CC)Nc2ccccc2N=C1NC(=O)c1ccc(OC)c(S(=O)(=O)N2CCCCC2C)c1 (stereo unspecified)
    -3 | -15 | -4 | 13 | -1.5 | 3 | -2 | 0
- CC(=O)NCCNc1nc2c(-c3cccc(C)c3)nnn2c2ccccc12
    -2 | -28 | 5 | 10 | 0.6 | -310 | -11 | -3
- COc1ccc(/C(C)=N\Nc2nc(-c3ccc(Cl)cc3)cc(C(F)(F)F)n2)cc1OC
    -12 | 9 | -4 | 5 | 0.9 | 11 | 1 | -31

Copied from the list:
CCCN(CCC)CCCNC(=O)c1nn(-c2cccc(OC)c2)c(=O)c2ccccc12 – MPTP block: -0.5
O=C(Nc1cccc(C(=O)N2CCCC2)c1)C1CC1 – PfG6PD inh: -5
O=C(c1ccccc1)c1ccc(COC(=O)c2cnccn2)cc1 – SENP7 inh: -2
Cc1cc(C)c(CSc2nnnn2-c2ccc(C(=O)O)cc2)c(C)c1 – SENP8 block: 29
CCOC(=O)COc1ccc(S(=O)(=O)N2CCN(c3ccccc3)CC2)cc1 – GRIN3A LBD mod: 1
O=[N+]([O-])c1ccc(N2CCN(S(=O)(=O)Cc3ccccc3)CC2)cc1N1CCOCC1 – SENP8 block: 32

New compounds follow:
Values run as follows: ATG4B inhibitor | SENP6 inh | HKDC1 inhibitor | PfG6PD inh | MPTP block | SENP8 block | SENP7 inh | GRIN3A LBD mod
- CCOC(=O)N1CCN(C(=S)Nc2cccc(C)c2)CC1
    -2 | -8 | -4 | -14 | 0.6 | 4 | -3 | -2
- N#CCC(=O)N1CC2(CC(c3cccc(NC(=O)COc4ccc(Cl)cc4)c3)=NO2)C[C@@H]1C(N)=O (stereo partly specified)
    -11 | 29 | -2 | 8 | -0.8 | 2 | 4 | 1
- CN1C(=O)C(C)(C)c2cc(S(=O)(=O)N3CCCC(C(=O)NCc4ccc(F)cc4)C3)ccc21 (stereo unspecified)
    -13 | -11 | -5 | 12 | -2.2 | 11 | -12 | 0
- N#C/C(=C/c1cc(Cl)c(O)c(Cl)c1)C(=O)N1CCCCC1
    -11 | 13 | 4 | -11 | -0.4 | -12 | 6 | 0
- COc1ccc(C(=O)NNC(=O)CN2CCC(n3nnc4cc(F)ccc43)CC2)cc1
    -3 | -6 | 2 | -21 | -1.1 | 16 | 5 | -8
- Cc1cn([C@H]2C[C@H](O)[C@@H](CCC(=O)NCc3ccco3)O2)c(=O)[nH]c1=O
    4 | x | -7 | -8 | 1.1 | 6 | x | -3
- CC(=O)NCCC(=O)Nc1sc2c(c1-c1nc3ccccc3[nH]1)CCCC2
    -13 | -21 | -8 | 26 | -0.7 | -476 | -8 | -1
- Cn1c(=O)c2c(ncn2CC(=O)NC(C)(C)C)n(C)c1=O
    2 | -6 | -11 | 5 | 0.0 | 4 | 7 | -1

A different layout for 3 compounds above:
| Compound | ATG4B inhibitor | SENP6 inh | HKDC1 inhibitor | PfG6PD inh | MPTP block | SENP8 block | SENP7 inh | GRIN3A LBD mod |
| --- | --- | --- | --- | --- | --- | --- | --- | --- |
| N#CCC(=O)N1CC2(CC(c3cccc(NC(=O)COc4ccc(Cl)cc4)c3)=NO2)C[C@@H]1C(N)=O (stereo partly specified) | -11 | 29 | -2 | 8 | -0.8 | 2 | 4 | 1 |
| Cn1c(=O)c2c(ncn2CC(=O)NC(C)(C)C)n(C)c1=O | 2 | -6 | -11 | 5 | 0.0 | 4 | 7 | -1 |
| Cc1cn([C@H]2C[C@H](O)[C@@H](CCC(=O)NCc3ccco3)O2)c(=O)[nH]c1=O | 4 | x | -7 | -8 | 1.1 | 6 | x | -3 |

Source: PubChem BioAssay (Sanford-Burnham Center for Chemical Genomics)
